# Ecoli viability – E. coli V3065 growth inhibition, primary screen, counter-screen for AddAB inhibitor project, absorbance, OD600. 18 h. inhibition, % at 11.9 µM. 330,000 tested, 0.27% active. AID 449728, 2010;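 active means inhibition above the campaign's mean inhibition across all tested compounds plus 3 SD, cut at about 9.9% in these data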;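 further: uninfected addAB+ strain grown without phage in ampicillin broth; 0% = DMSO wells and 100% = ciprofloxacin 0.95 µg/ml wells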
# MOR-DOR inv ag – inverse agonists of MOR-DOR heterodimerization, primary screen, cell-based, luminescence. Mu-type opioid receptor (Homo sapiens) + Delta-type opioid receptor (Homo sapiens), …. AID 504357, 2011. cell-based MOR-DOR heterodimer luminescence, inverse agonism. inhibition, % at 9.3 µM. 340,000 tested, 0.21% active; in the data active means inhibition above about 22%, passing the limit was not always enough;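 further: 0% = cells with DMSO and 100% = wells without cells with DMSO; values of inactives mirror those of a sister screen read the other way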
# Arrestin-AP2 inh – inhibitors of beta-arrestin/AP2 binding, primary screen, biochemical, GPCR trafficking, flow cytometry; FITC-arrestin peptide / GST-AP2 beads; AP2 beta2 appendage carries R879A mutation; inhibition, % at 10 µM; 340,000 tested, 0.31% active; AID 504490, 2011;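 active means inhibition above a set limit, near 3 SD of compounds lacking own fluorescence, cut at about 54% in these data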;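 further: plate controls were DMSO wells for no effect and 5 µM unlabelled arrestin peptide for full effect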
#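 system = GST-tagged AP2 beta2-adaptin appendage (R879A) on 4 µm glutathione beads | reagent = FITC-labelled arrestin peptide probe, 50 nM final | schedule = compound with beads 12 min RT, then probe 1 h RT | signal = HyperCyt-sampled flow cytometry, FL1 channel, ex 488/em 535 nm | read-out = percent response from loss of bead-bound FITC fluorescence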
# Tat export inh – E. coli Tat export inhibitors, primary screen, MC4100, TorA-mCherry reporter, fluorescence, single point; AID 488895, 2010; inhibition, % at 10 µM; 340,000 tested, 0.036% active;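 active means mean replicate inhibition at least 50% and at least half of replicates individually reaching 50%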;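 further: exported cargo escapes ClpAP degradation while cytoplasmic cargo is degraded and loses fluorescence; 0% = median of neutral control wells and 100% = median of NaSCN control wells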
# phage Ecoli inh – growth loss of phage-infected E. coli, primary screen, RecBCD inhibitor project, absorbance, with phage, HTS | inhibition, % at 11.9 µM | 360,000 tested, 0.26% active; in the data active means inhibition above about 11%
# Pemphigus Ab inh – inhibitors of pemphigus antibody binding to DSG3, primary screen, biochemical, bead-based, flow cytometry, scFv-GFP; Desmoglein-3 (Homo sapiens), P32926; DSG3-coupled beads, scFv-anti-DSG3-GFP binding; active compounds read low; binding (percent of control), % at 10 µM; 310,000 tested, 0.48% active; AID 588358, 2011;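 active means binding more than 3 SD below its plate's average and above zero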;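 further: hits lower antibody fragment binding to DSG3; some compounds called inactive have numbers as strong as hits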
# Target sequence (P32926 whole entry, looked up, the tested form may be a part): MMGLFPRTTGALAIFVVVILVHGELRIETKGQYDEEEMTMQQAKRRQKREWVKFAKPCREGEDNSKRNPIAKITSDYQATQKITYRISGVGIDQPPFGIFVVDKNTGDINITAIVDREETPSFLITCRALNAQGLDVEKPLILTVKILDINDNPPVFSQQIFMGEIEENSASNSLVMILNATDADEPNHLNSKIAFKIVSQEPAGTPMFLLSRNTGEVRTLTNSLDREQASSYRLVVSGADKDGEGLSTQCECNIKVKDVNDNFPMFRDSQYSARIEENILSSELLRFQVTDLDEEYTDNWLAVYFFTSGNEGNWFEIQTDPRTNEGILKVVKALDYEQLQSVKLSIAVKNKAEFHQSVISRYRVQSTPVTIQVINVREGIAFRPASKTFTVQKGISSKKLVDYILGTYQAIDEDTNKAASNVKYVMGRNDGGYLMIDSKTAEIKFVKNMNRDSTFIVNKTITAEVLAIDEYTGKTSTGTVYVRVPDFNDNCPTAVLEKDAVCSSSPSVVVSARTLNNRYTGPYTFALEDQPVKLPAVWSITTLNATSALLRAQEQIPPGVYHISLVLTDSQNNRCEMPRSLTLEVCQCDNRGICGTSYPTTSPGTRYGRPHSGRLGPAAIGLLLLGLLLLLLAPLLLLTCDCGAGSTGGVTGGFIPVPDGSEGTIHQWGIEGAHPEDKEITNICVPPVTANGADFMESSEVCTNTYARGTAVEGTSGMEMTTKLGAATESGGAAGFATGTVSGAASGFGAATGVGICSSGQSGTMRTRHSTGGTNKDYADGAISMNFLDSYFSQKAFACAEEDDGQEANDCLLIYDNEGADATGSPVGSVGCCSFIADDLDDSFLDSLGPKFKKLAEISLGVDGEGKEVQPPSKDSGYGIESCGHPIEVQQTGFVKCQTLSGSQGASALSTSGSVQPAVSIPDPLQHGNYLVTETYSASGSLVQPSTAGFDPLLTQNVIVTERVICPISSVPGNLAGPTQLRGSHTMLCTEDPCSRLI
# SUMO Mot1 rescue – yeast Mot1-301 growth rescue at high temperature, primary screen, SUMOylation pathway inhibitor project, S. cerevisiae, ATP luminescence, 38.5C; S. cerevisiae Mot1-301 growth rescue; percent above DMSO median, 100 means doubled; AID 2716, 2010; 320,000 tested, 1% active; growth rescue, % at 18.8 µM;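 active means every valid replicate shows activation above 250% relative to neutral control wells; inactive means the rest, any valid replicate at or below 250%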;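 further: OY570 slx delta 5 strain wells were the positive control but not used for scaling; some compounds called inactive have numbers as strong as hits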
# PKA-R1A activ – activators of PKA-R1A holoenzyme, primary screen, biochemical, fluorescence polarization, Cy5-IP20, bovine R1A, mouse PKAc | cAMP-dependent protein kinase type I-alpha regulatory subunit (Bos taurus) + … | PKA-R1A dissociation; scaled: DMSO 0%, 113 µM cGMP 100% | activation, % at 11.4 µM | 340,000 tested, 0.083% active | AID 504707, 2011;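 active means percent activation above the mean of all tested compounds plus 3 SD, cut at about 19% in these data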;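 further: higher means more PKAc released from R1A so a rise in polarization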
# PfHsp90 yeast 2 – growth inhibition of PfHsp90-expressing yeast, primary screen, antimalarial PfHsp90 inhibitor project, S. cerevisiae, BacTiter-Glo luminescence, single point, set 2 | inhibition, % at 9.4 µM | 310,000 tested, 0.32% active | AID 504621, 2011 | BacTiter-Glo ATP, 48 h; yeast lacking PDR1 and PDR3 efflux regulators;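 active means every replicate shows inhibition above about 80%, whatever the replicate mean, limit read from the data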;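 further: 0% = DMSO neutral controls and 100% = 20 µM radicicol positive controls; yeast relying on Plasmodium falciparum Hsp90 in place of its own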
# MOR-DOR ag – agonists of OPRM1-OPRD1 heterodimerization, primary screen, cell-based, luminescence; activation, % at 9.3 µM; 340,000 tested, 0.3% active; AID 504326, 2011; cells; Mu-type opioid receptor (Homo sapiens) + Delta-type opioid receptor (Homo sapiens), …; in the data active means activation above about 18%;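 further: 0% = vehicle-treated cells and 100% = reference agonist; values of inactives mirror those of a sister screen read the other way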
# AddAB inh – growth inhibition of E. coli expressing H. pylori AddAB, primary screen, AddAB inhibitor project, absorbance. inhibition, % at 11.9 µM. 330,000 tested, 0.29% active; in the data active means inhibition above about 12%;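 further: 0% = vehicle wells of infected cells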
# Numbers without * were called inactive; / = not tested or not shown. An unsorted share of the library (roughly 2.8% active in at least one column).
SMILES,Ecoli viability,MOR-DOR inv ag,Arrestin-AP2 inh,Tat export inh,phage Ecoli inh,Pemphigus Ab inh,SUMO Mot1 rescue,PKA-R1A activ,PfHsp90 yeast 2,MOR-DOR ag,AddAB inh
CCN(CC)CCNC(=O)C(C)c1nn(CC)c(=O)c2ccccc12 (stereo not drawn),3.0,13,14,1,/,/,6,-7,-10,-2.3,1.8
CCCCN1CC(=O)N2Cc3[nH]c4ccccc4c3C[C@H]2C1=O,2.9,8,12,-10,-0.2,112,-11,-3,23,-1.6,0.1
Cc1cnc(NC(=O)CCCc2nc3ccccc3s2)s1,-1.9,12,19,-9,-1.3,101,8,-3,6,-2.3,1.4
Cc1cccc(OCC(O)Cn2c(NCc3cccnc3)nc3c2c(=O)[nH]c(=O)n3C)c1 (stereo not drawn),-1.4,12,3,6,1.5,93,-14,-6,12,-2.5,1.8
COc1ccc(S(=O)(=O)N(C)C2CCS(=O)(=O)C2)cc1OC (stereo not drawn),-0.9,3,9,-1,0.4,113,62,-4,6,-0.6,2.1
CC1(C)CC(=O)C(/C=N/n2cnc3ccccc3c2=O)=C(O)C1,-3.0,8,-4,0,1.9,/,29,5,/,-1.4,2.0
COC(=O)c1sc(=S)n(-c2ccccc2OC)c1N,-1.7,18,-1,12,3.3,96,-1,1,-32,-3.7,-1.8
Cc1ccccc1C(=O)N1CCC(C(=O)Nc2ccc(S(=O)(=O)N3CCCC3)cc2)CC1,0.8,-1,-6,7,3.5,82,59,-1,14,0.1,0.2
Cc1ccsc1C(=O)Nc1cccc(S(=O)(=O)N(C)C)c1,-1.9,10,3,-1,0.8,102,-10,2,-10,-2.0,1.4
C[C@]12C(=O)N(c3ccc(F)cc3)C(=O)N1[C@H]1c3ccccc3OC[C@@H]1[C@H]2c1ccccc1,1.8,-25,-15,8,2.8,98,12,1,-85,4.4,3.2
CC(C)[C@H](NC(=O)OCc1ccccc1)C(=O)OCC(=O)NC1(C#N)CCCC1,0.0,4,39,0,0.6,115,4,7,-46,-1.3,1.9
CC(=O)Nc1ccc(NC(=O)CCC(=O)OCC(=O)c2ccc(F)cc2)cc1,-2.7,5,1,3,1.6,109,12,-14,0,-0.9,4.0
Cc1cc2cc3c(cc2nc1SCC(=O)N1CCN(C(=O)c2ccco2)CC1)OCO3,1.1,7,-6,-4,1.7,100,9,2,-16,-1.1,0.5
Cc1[nH]c2ccccc2c1C(=O)C(=O)NCCCn1ccnc1,-0.2,13,33,-3,3.2,/,-4,6,-12,-3.0,-1.2
O=C(O)CCC(=O)Nc1ccccc1C(=O)NCc1ccco1,-0.2,5,10,-10,1.1,65,681,-12,5,-0.9,-0.8
O=C(CCS(=O)(=O)c1cccc2nsnc12)N1CCN(C(=O)c2ccco2)CC1,2.2,-15,5,1,2.8,103,-23,-12,/,2.6,-0.7
CCN(CC)C(=O)CSc1n[nH]c(=S)n1N,-0.4,-4,-3,-3,-1.8,102,-6,4,-10,0.9,0.3
O=C(COc1ccccc1[N+](=O)[O-])N/N=C/c1ccncc1,-2.8,12,34,0,2.8,101,14,10,-3,-2.6,0.3
CCOc1ccccc1NC(=O)Nc1ccc(Cl)cc1,-0.9,-26,11,-5,2.0,100,10,-4,17,5.8,2.0
Cc1cc(C)nc(SCc2nnc(SCC(=O)Nc3ccccc3C)n2Cc2ccco2)n1,0.6,2,5,4,2.2,103,-16,-8,-11,-0.3,0.9
Nn1c(SCCOc2ccc(Cl)cc2)nnc1-c1cccnc1,2.6,14,-8,-3,-0.1,119,160,-8,-34,-2.8,-0.8
O=C1C=CC(=O)N1c1cccc2cccnc12,/,1,10,0,1.6,91,/,1,/,-0.1,/
Brc1cccc2sc(N3CCN(c4ccccc4)CC3)nc12,0.2,-10,-5,-2,-0.5,107,-11,-9,3,2.1,6.8
CC(O)CNC(=O)c1ccc(-c2nn(C)c(=O)c3ccccc23)cc1 (stereo not drawn),2.8,19,6,1,1.9,103,-4,-2,-11,-4.4,5.2
Cc1ccc(C)c(C2C(=O)c3ccccc3C2=O)c1,4.2,8,-2,2,0.9,106,153,3,-13,-1.4,7.3
S=C(NC1CCCCC1)NN1CCOCC1,-0.2,14,4,1,2.4,/,-7,-1,-21,-2.7,-0.5
CCNCCC(CCC(C)C)c1ccc2c(c1)OCO2 (stereo not drawn),2.1,/,22,-2,1.1,100,9,/,27,/,0.9
CS(=O)(=O)N1CCN(c2ccccc2NC(=O)c2ccc(Cl)cc2)CC1,-1.0,2,-4,-2,1.8,98,210,-4,3,-0.3,2.2
CC1CCCCN1C(=O)CSc1nnc(-c2ccco2)n1CC1CCCO1 (stereo not drawn),-0.2,-8,1,-23,-0.2,100,9,-5,20,1.5,0.5
CC(NC(=O)COc1ccccc1-c1ccccc1)c1ccccc1 (stereo not drawn),-0.9,-9,7,5,2.2,110,-11,-5,-6,2.0,0.4
O=C(NCCN1CCOCC1)c1cc(-c2ccccc2Cl)nc2ccccc12,-0.4,8,-8,-4,-1.4,104,-4,-9,-7,-2.0,1.3
CCOC(=O)c1c(C)oc2ccc(O)c(CN(C)C)c12,1.4,9,-6,1,3.3,/,3,-8,17,-2.1,2.7
CCCC(=O)c1ccc(N2CCN(C(=O)c3ccccc3)CC2)c(F)c1,-0.4,-1,2,1,3.3,105,6,0,0,0.1,4.7
Cc1ccc(-n2nnnc2SC(C(=O)c2c[nH]c3ccccc23)c2ccccc2)cc1 (stereo not drawn),4.3,7,/,17,1.2,98,-23,-16,3,-1.3,7.5
COc1cccc(C2C=C(c3cccs3)Nc3ncnn32)c1OC (stereo not drawn),0.2,19,-1,10,/,105,-3,-7,8,-3.5,-0.1
O=C(NCCCc1ccccc1)Nc1cccc(Cl)c1,2.5,-16,8,6,6.2,117,6,4,6,3.0,4.3
O=C(OCC(=O)C12CC3CC(CC(C3)C1)C2)c1ccccc1O,-0.4,-10,5,-7,2.7,70*,1,-4,-11,2.0,-0.2
COc1ccccc1C(=O)NCCC(=O)N1CCCC(C(F)(F)F)C1 (stereo not drawn),-0.4,8,-4,5,3.4,102,-13,7,-18,-1.2,0.2
Cc1ccc(NS(=O)(=O)c2c(C)[nH]c(C)c2C(=O)N2CCCCC2)c(C)c1,0.5,17,4,-1,0.6,101,-9,-1,-5,-3.3,4.7
Cc1ccccc1OCCC(=O)N1CCN(S(=O)(=O)c2ccc(Cl)cc2)CC1,-1.3,-8,-7,-6,0.6,94,-18,6,-7,1.2,1.5
COc1ccc(C(=O)NC(=S)Nc2ccc3oc(=O)ccc3c2)cc1,-3.0,3,-4,3,2.3,124,1,-7,-15,-0.6,1.4
COc1ccc(N2CCN(C(=O)c3cccc4nc(C)oc34)CC2)cc1,-2.5,11,4,13,2.0,115,-23,-5,/,-2.2,-2.8
Cc1nc(NC(=O)CSc2nnc(C3CC3)n2C)sc1C(=O)N(C)C,-0.7,-2,-2,2,1.2,103,-17,1,26,0.2,-0.9
O=C(NC(=S)Nc1ccc2oc(=O)ccc2c1)c1ccccc1F,4.5,/,0,-3,-0.5,96,-8,/,-11,/,0.3
COc1ccc(CNC(=O)C(=O)NCc2ccncc2)cc1,1.5,18,2,7,3.0,83,-6,-7,-23,-3.7,1.4
COCCNC(=O)c1c(N)n(CCCn2ccnc2)c2nc3ccccc3nc12,-1.5,7,-2,2,2.4,/,-20,-5,-7,-1.3,3.6
O=C1CC(c2ccccc2)CN1S(=O)(=O)c1ccccc1 (stereo not drawn),-0.7,-1,15,0,1.1,107,-12,9,-4,0.2,0.6
O=C(c1ccc(Cl)cc1)N(Cc1ccco1)C1CCS(=O)(=O)C1 (stereo not drawn),1.6,9,3,-7,0.9,101,-11,-10,1,-1.4,-2.6
Cc1ccc(Cl)cc1NC(=S)N(Cc1cccnc1)Cc1ccccc1Cl,-0.2,-3,5,5,1.4,/,57,6,-23,0.6,0.2
COc1ccc(-c2nc(CS(=O)CC(=O)NCCc3ccc(OC)c(OC)c3)c(C)o2)cc1 (stereo not drawn),-1.3,9,35,1,-2.4,99,11,1,-6,-1.9,1.3

# Ordered by length of the SMILES (high to low): some entries from above.
SMILES,Ecoli viability,MOR-DOR inv ag,Arrestin-AP2 inh,Tat export inh,phage Ecoli inh,Pemphigus Ab inh,SUMO Mot1 rescue,PKA-R1A activ,PfHsp90 yeast 2,MOR-DOR ag,AddAB inh
CC(C)[C@H](NC(=O)OCc1ccccc1)C(=O)OCC(=O)NC1(C#N)CCCC1,0.0,4,39,0,0.6,115,4,7,-46,-1.3,1.9
O=C(NC(=S)Nc1ccc2oc(=O)ccc2c1)c1ccccc1F,4.5,/,0,-3,-0.5,96,-8,/,-11,/,0.3
Cc1[nH]c2ccccc2c1C(=O)C(=O)NCCCn1ccnc1,-0.2,13,33,-3,3.2,/,-4,6,-12,-3.0,-1.2
CCOC(=O)c1c(C)oc2ccc(O)c(CN(C)C)c12,1.4,9,-6,1,3.3,/,3,-8,17,-2.1,2.7
COc1ccc(CNC(=O)C(=O)NCc2ccncc2)cc1,1.5,18,2,7,3.0,83,-6,-7,-23,-3.7,1.4
CCOc1ccccc1NC(=O)Nc1ccc(Cl)cc1,-0.9,-26,11,-5,2.0,100,10,-4,17,5.8,2.0

# Assay outcomes (PubChem BioAssay)
